TRPML3 ag: agonists of human TRPML3 channel; HEK293 TRPML3-YFP, Fluo-8 calcium fluorescence; 100% = the carbachol control signal; Q8TDD5; 220,000 tested, 0.29% active; activation, % at 3 µM;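 active = activation above its plate's cutoff, the mean activation of the plate's test wells plus 3 SD, cut at about 12% in these data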;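 note: 0% = DMSO only wells and 100% = carbachol wells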
Target sequence (Q8TDD5 whole entry, looked up): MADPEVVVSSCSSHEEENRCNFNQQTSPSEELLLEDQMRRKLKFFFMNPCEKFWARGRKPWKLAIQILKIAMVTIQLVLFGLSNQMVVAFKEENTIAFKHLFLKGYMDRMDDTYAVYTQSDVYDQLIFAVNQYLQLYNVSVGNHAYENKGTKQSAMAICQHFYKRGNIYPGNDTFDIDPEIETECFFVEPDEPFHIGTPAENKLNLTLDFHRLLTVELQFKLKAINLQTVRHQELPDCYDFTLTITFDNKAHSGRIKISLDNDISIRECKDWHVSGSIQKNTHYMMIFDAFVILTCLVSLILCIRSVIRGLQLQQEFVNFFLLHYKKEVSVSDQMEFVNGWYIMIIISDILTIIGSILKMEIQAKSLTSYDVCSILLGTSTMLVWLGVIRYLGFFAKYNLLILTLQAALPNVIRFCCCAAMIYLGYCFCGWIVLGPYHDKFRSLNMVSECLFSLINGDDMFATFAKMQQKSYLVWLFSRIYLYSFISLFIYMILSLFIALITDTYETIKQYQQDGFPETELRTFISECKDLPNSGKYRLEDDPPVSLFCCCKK
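Test system – HEK293 line with stable expression of human TRPML3-YFP channel · Control set – carbachol 87 µM final as high control (100%), DMSO as low control (0%) · Signal – Fluo-8 calcium dye fluorescence, ex 470-495, em 515-575 nm · Incubation – 1-h 37 °C dye load, 5-s basal, 120-s post-compound reads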
14-3-3 Bad PPI: disrupts binding of bovine 14-3-3 zeta to phospho-Bad peptide; TR-FRET 14-3-3zeta/Dy647-pBad peptide displacement, 1 h; inhibition, % at 21.7 µM; P63103; 220,000 tested, 0.71% active;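 active = inhibition above about 70%, limit read from the data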;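 note: 0% = full 14-3-3 plus peptide FRET controls and 100% = background without 14-3-3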
PPC-1+TRAIL kill: kills PPC-1 cancer cells in the presence of TRAIL; 220,000 tested, 0.41% active; cell killing (% activity), % at 4 µM; AID 1443; PPC-1 cells + TRAIL, ATPLite viability luminescence;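 active = cell killing above 50% in the first pass at 4 µM, then a duplicate retest at 5 µM averaging 50% or more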;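 note: plate controls were cells with TRAIL plus DMSO for no effect and medium-only wells lacking cells for full effect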
NPY-Y1 antag: NPY-Y1 (human) receptor antagonism | 200,000 tested, 1% active | inhibition, % at 3.6 µM | HEK293-CNG Y1 cells, membrane potential fluorescence; NPY at EC95, then isoproterenol | P25929 | AID 1040;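 active = inhibition above the campaign mean inhibition of all tested compounds plus 3 SD, cut at about 20% in these data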;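 note: 0% = DMSO wells given NPY plus isoproterenol and 100% = isoproterenol alone without NPY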
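Test system: HEK293 cells co-expressing NPY Y1 receptor and cyclic-nucleotide gated channel; Also added: NPY (25 nM), isoproterenol (1 µM), Ro 20-1724 (25 µM); Compound dosing: one concentration, 3.6 µM, in 0.4% DMSO; Timing: dye 3 h, compound 60 min room temperature, stimulation 45 min; Technique: Membrane-potential fluorescent dye readout.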
NPY-Y1 PAM-ag: human NPY-Y1 potentiation or agonism, primary screen. P25929. NPY-Y1 expressing cells, potentiator/agonist activation. activation, % at 3.6 µM. 220,000 tested, 0.37% active. AID 1304; in the data active = activation above about 33%, passing the limit was not always enough;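 note: cells stimulated with NPY at EC10 then isoproterenol at EC100; 0% = low agonist plus stimulus and 100% = saturating agonist plus stimulus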
TRPN1 ag: zebrafish TRPN1 (NompC) channel agonism; HEK293 zebrafish TRPN1-YFP, Fluo-8 calcium fluorescence; 100% = response to 87 µM carbachol; activation, % at 3 µM; 220,000 tested, 0.18% active;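 active = activation above its plate's cutoff, the mean activation of test wells on that plate plus 3 SD, cut at about 19% in these data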;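 note: 0% = DMSO alone and 100% = 87 µM carbachol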
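Material: zebrafish TRPN1-YFP in HEK293 cells. Doses: one dose of 3 µM, 0.3% DMSO. Incubation: dye 1 h 37 °C plus 30 min RT. Measured by: intracellular calcium fluorescence with Fluo-8.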
EP2 antag: EP2 receptor (human) inhibition; AID 1422; inhibition, % at 25 µM; 260,000 tested, 0.52% active; C6 glioma cells expressing human EP2, cAMP TR-FRET; cells stimulated with saturating PGE2;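 active = percent inhibition above 40 after rounding to a whole number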;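 note: rat C6 glioma host cells with rolipram phosphodiesterase inhibitor present; the protocol text gives 20 µM as final concentration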
Target sequence (P43116 whole entry, looked up): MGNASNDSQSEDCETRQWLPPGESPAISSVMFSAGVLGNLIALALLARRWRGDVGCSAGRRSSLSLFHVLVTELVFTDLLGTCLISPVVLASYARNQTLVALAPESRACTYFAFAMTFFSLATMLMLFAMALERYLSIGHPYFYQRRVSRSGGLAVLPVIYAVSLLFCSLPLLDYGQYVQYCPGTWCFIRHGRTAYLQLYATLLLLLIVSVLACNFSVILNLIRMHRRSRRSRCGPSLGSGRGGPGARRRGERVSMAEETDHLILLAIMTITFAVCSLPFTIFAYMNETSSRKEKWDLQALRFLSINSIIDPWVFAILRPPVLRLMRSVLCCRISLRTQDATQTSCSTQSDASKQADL
EP2 modulator: modulators of human EP2 prostaglandin E2 receptor; P43116; 260,000 tested, 0.83% active; AID 940; induction, % at 25 µM; EP2-expressing cells, cAMP HTRF FRET, PGE2 co-stimulation;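 active = compounds whose cAMP rise, as percent of the full-agonist control response, exceeds 60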;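 note: rat C6 glioma line stably carrying human EP2 under a CMV promoter; the protocol text gives 20 µM as final concentration; 100% = response of wells given 1 µM PGE2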
CHOP inhibitor: inhibitors of CHOP induction in ER stress response; CHO-K1 CHOP-promoter luciferase, tunicamycin-induced, 15-18 h; inhibition, % at 10 µM; 220,000 tested, 3.8% active; AID 2732;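 active = compounds that reduced the stress-induced luciferase reporter signal by more than about 70% of percent inhibition, limit read from the data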;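 note: 0% = tunicamycin plus vehicle and 100% = wells without tunicamycin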
* = called active by the depositor; . = no result given; & = joins results of further samples; [ ] = dose if it differs, or a comment. Not all compounds are listed (hit frequency here may not be typical).

SMILES	TRPML3 ag	14-3-3 Bad PPI	PPC-1+TRAIL kill	NPY-Y1 antag	NPY-Y1 PAM-ag	TRPN1 ag	EP2 antag	EP2 modulator	CHOP inhibitor
C/C(=N\NC1=N[C@H]2CS(=O)(=O)C[C@H]2S1)c1ccccc1	0.0	3	16	.	2	-1.4	0	-20	5
CSc1sc(-c2nnc(SCC(=O)Nc3ccc(Cl)cc3)n2C)c2c1C=CCC2	-0.2	-17	20	.	13	-2.1	13	46	20
Cc1ccc(-n2nc(-c3cccnc3)cc2C(=O)N2CCOCC2)c(C)c1	0.1	-12	7	-5	0	-0.4	14	4	8
CN(C)S(=O)(=O)c1ccc(NC(=O)N2CCN(c3cccc(C(F)(F)F)c3)CC2)cc1	2.4	-25	8	-2	23	1.0	8	-40	52
O=C(CSc1ccc(Cl)cc1)Nc1ncccn1	0.1	1	4	1	15	0.2	6	0	-2
COc1ccc(NC(=O)N2CCN(c3ccc([N+](=O)[O-])cc3)CC2)cc1OC	0.6	0	-1	-5	19	2.1	13	-23	7
CCOC(=O)C1CCN(S(=O)(=O)c2ccc(-c3nc4ccccc4s3)s2)CC1	0.7	7[fluorescence artefact?]	-4	4	3	-0.5	12	0	45
COc1ccc(C2CC(c3ccccc3)Nc3ncnn32)cc1 (configuration not stated)	0.7	-5	18	4	8	3.2	5	2	9
C=COC(=O)c1sc2nc(C)cc(C)c2c1N	0.5	-10	4	.	10	-2.2	7	-4	4
Cc1cc(C)cc(OC(=O)CS(=O)c2ccc(C(F)(F)F)cc2[N+](=O)[O-])c1 (configuration not stated)	0.2	12	6	-2	-18	-0.1	3	-16	-8
COc1cc(/C=C/C(=O)c2ccc(C)cc2)ccc1OCC#N	0.2	-1[fluorescence artefact?]	10	1	-12	-0.8	7	-5	43
COc1ccc(NC(=S)N(CCc2ccc(OC)c(OC)c2)Cc2ccccn2)cc1	0.3	-22	7	-2	-13	-0.1	1	-12	-8
Cc1cc(=O)oc2ccc(OCC(=O)N3CCc4ccccc43)cc12	0.6	4	-4	-3	10	0.2	7	-15	13
CCOc1ccc(NC(=S)Nc2cc(C)[nH]n2)cc1	0.1	-11	16	3	29	-1.4	5	-5	-9
COc1ccc2nc(N=NC3=C(O)CC(C)(C)CC3=O)sc2c1	-0.4	-19	19	-4	9	-1.4	2	12	57
Cc1ccc(-c2nc(-c3cccnc3)no2)c(C)c1	0.2	6	38	-2	1	-0.4	3	13	73*
COc1ccccc1NC(=O)c1ccc2c(c1)nnn2C	0.8	-1	4	3	7	0.7	9&7	-20&-4	-1
CCOC(=O)c1ccccc1NC(=O)CSc1nc(N)cc(N)n1	-0.1	0	4	-4	-15	-0.9	14&6	4&23	16
COc1cc(OC)c(S(=O)(=O)NC(C)C)cc1S(=O)(=O)NC(C)C	0.1	-3	11	0	18	0.1	8	-9	-8
Cc1cccc(NC(=O)c2cc3ccccc3o2)c1	-0.6	2	36	14	-12	-0.5	7	5	6
Cc1ccc(OCC(=O)Nc2cc(S(=O)(=O)N3CCOCC3)ccc2Cl)c([N+](=O)[O-])n1	0.6	4	0	.	-11	1.9	3	7	19
O=C1CCCc2[nH]c(-c3ccccc3)nc21	0.8	-8	26	2	13	0.9	13	2	4
O=c1c2ccccc2nc(-c2ccco2)n1/N=C/c1ccccc1O	0.8	2[fluorescence artefact?]	3	2	-2	1.2	9	8	4
CCn1c(COc2ccc(Cl)cc2)nnc1SC1CCc2ccccc2C1=O (configuration not stated)	1.1	-6[fluorescence artefact?]	11	4	-5	3.4	18&5	-31&-47	34
O=C(NNC(=O)C1CCN(S(=O)(=O)c2ccc(Cl)cc2)CC1)c1ccncc1	0.8	-9	11	1	10	1.4	6	10	24

Reformatted: entries from further up
smiles,TRPML3 ag,14-3-3 Bad PPI,PPC-1+TRAIL kill,NPY-Y1 antag,NPY-Y1 PAM-ag,TRPN1 ag,EP2 antag,EP2 modulator,CHOP inhibitor
CSc1sc(-c2nnc(SCC(=O)Nc3ccc(Cl)cc3)n2C)c2c1C=CCC2,-0.2,-17,20,.,13,-2.1,13,46,20
Cc1cc(=O)oc2ccc(OCC(=O)N3CCc4ccccc43)cc12,0.6,4,-4,-3,10,0.2,7,-15,13

Back to the main list, repeating the four entries before the break.
SMILES	TRPML3 ag	14-3-3 Bad PPI	PPC-1+TRAIL kill	NPY-Y1 antag	NPY-Y1 PAM-ag	TRPN1 ag	EP2 antag	EP2 modulator	CHOP inhibitor
O=C1CCCc2[nH]c(-c3ccccc3)nc21	0.8	-8	26	2	13	0.9	13	2	4
O=c1c2ccccc2nc(-c2ccco2)n1/N=C/c1ccccc1O	0.8	2[fluorescence artefact?]	3	2	-2	1.2	9	8	4
CCn1c(COc2ccc(Cl)cc2)nnc1SC1CCc2ccccc2C1=O (configuration not stated)	1.1	-6[fluorescence artefact?]	11	4	-5	3.4	18&5	-31&-47	34
O=C(NNC(=O)C1CCN(S(=O)(=O)c2ccc(Cl)cc2)CC1)c1ccncc1	0.8	-9	11	1	10	1.4	6	10	24
O=C(CSc1ncnc2ccccc12)Nc1ccc2c(c1)OCCO2	0.8	23	6	-1	2	1.6	11	-22	-1
O=C(NC1CCN(Cc2ccccc2)CC1)c1ccc2c(c1)OCCCO2	1.4	-2	12	.	17	2.0	12	-3	16
COC(=O)CC1=NN(c2ccccc2)C(=O)/C1=C\c1ccc(OC)cc1	1.0	-17	27	-3	9	0.3	14	-84	-12
CCCCOc1ccc(C(O)C(CN2CCOCC2)c2ccccc2)cc1 (configuration not stated)	0.2	-1	1	.	5	1.8	9	23	55
Cc1ccccc1NC(=S)NCC1CCN(C(C)c2ccccc2)C1 (configuration not stated)	0.2	-5	7	6	10	-0.8	4	9	1
CN(C)c1ccc(NC(=O)C(=O)NCCOc2ccccc2)cc1	-0.6	-5	20	2	2	0.4	9	16	70*
CCCn1nnnc1SCC(=O)Nc1ccc(F)cc1	0.6	-14	-1	1	-11	0.7	17	21	11
Cc1c(-c2ccn[nH]2)cc(NC(=O)c2ccc(Cl)cc2)c(=O)n1N	0.5	-16	4	-5	11	0.1	5	-39	2
CN1CCN(/N=C/c2ccc(-c3ccc([N+](=O)[O-])cc3Cl)o2)CC1	8.9	-10	30	-4	22	8.3	9	-46	-4
Cc1c(Cl)cccc1-n1c(SCC(=O)NCc2cccs2)nnc1-c1ccncc1	-0.4	2	10	-5	16	0.8	4	-3	-21
Cc1oc(C(=O)O)cc1CSCc1cc(C(=O)O)c(C)o1	0.2	0[fluorescence artefact?]	11	1	0	0.8	11	-28	9
COCCn1c(SCC(=O)NCc2ccco2)nc2cccnc21	0.9	-14	4	-2	14	0.1	12	18	51
CN(C)c1nc(N2CCOCC2)nc(N(c2ccccc2)c2ccccc2)n1	1.1	-7	-16	4	-17	-0.3	9	66*	15
O=C(CSc1ccccn1)Nc1ccc(Cl)cn1	-0.3	1	16	0	-13	-1.2	1	2	-15
CC(C)(C)NS(=O)(=O)c1ccc(CCC(=O)O)cc1	1.0	6	2	5	9	-0.9	7	15	34
CN(C)C(=O)c1cn(-c2ccccc2)nc1-c1cc2ccccc2oc1=O	0.5	-21	19	5	2	2.1	4	-19	7
CC1CCCCC1NC(=S)NC(=O)c1sc2ccccc2c1Cl (configuration not stated)	0.6	3	-5	3	-7	0.0	8	-6	-1
CCc1ccc(NC(=O)Cn2c3[n+](c4c(F)c(F)ccc42)CCCCC3)cc1	0.5	-6	22	7	19	-1.7	10	-13	-11
Cn1[nH]c(CSc2ccc(Cl)cc2)cc1=O	0.8	-7	9	-3	14	-0.5	-1	14	0
Cc1ccnc(NS(=O)(=O)c2ccc(N3C(=O)Nc4ccccc4N3O)cc2)c1	-0.1	6	13	4	15	-0.1	8	-6	-8
O=C(NCCOC(=O)c1ccc(C(=O)OCCNC(=O)c2cccnc2)s1)c1cccnc1	0.1	-4[fluorescence artefact?]	10	1	13	-1.0	3	15	10
O=C(CSCc1c(Cl)cccc1Cl)N1CCOCC1	0.7	-8	6	1	-1	-0.8	1	-9	-4
C=CCN(c1ccccc1C(=O)O)S(=O)(=O)/C=C/c1ccccc1	0.7	-19	-17	2	-5	-0.1	7	-13	10
CCn1c2ccccc2c2cc(NC(=O)c3cccc(OC)c3)ccc21	-0.4	10[fluorescence artefact?]	12	-2	-7	-0.6	9	-14	-12
CCO[C@@H]1OC(C(=O)NCc2nc3ccccc3[nH]2)=C[C@H](C)[C@H]1CCCO	-0.6	-11	6	-3	-1	1.4	9	-16	9
CC(=O)N1N=C(c2cccs2)CC1c1cccc([N+](=O)[O-])c1 (configuration not stated)	0.3	1	11	1	5	-0.6	6	21	-5

A second format for two compounds above.
| smiles | TRPML3 ag | 14-3-3 Bad PPI | PPC-1+TRAIL kill | NPY-Y1 antag | NPY-Y1 PAM-ag | TRPN1 ag | EP2 antag | EP2 modulator | CHOP inhibitor |
| --- | --- | --- | --- | --- | --- | --- | --- | --- | --- |
| Cc1c(-c2ccn[nH]2)cc(NC(=O)c2ccc(Cl)cc2)c(=O)n1N | 0.5 | -16 | 4 | -5 | 11 | 0.1 | 5 | -39 | 2 |
| CN1CCN(/N=C/c2ccc(-c3ccc([N+](=O)[O-])cc3Cl)o2)CC1 | 8.9 | -10 | 30 | -4 | 22 | 8.3 | 9 | -46 | -4 |

Record cards, from the list above. Order of screens: TRPML3 ag	14-3-3 Bad PPI	PPC-1+TRAIL kill	NPY-Y1 antag	NPY-Y1 PAM-ag	TRPN1 ag	EP2 antag	EP2 modulator	CHOP inhibitor
COc1ccc2nc(N=NC3=C(O)CC(C)(C)CC3=O)sc2c1 is listed with -0.4	-19	19	-4	9	-1.4	2	12	57
C/C(=N\NC1=N[C@H]2CS(=O)(=O)C[C@H]2S1)c1ccccc1 is listed with 0.0	3	16	.	2	-1.4	0	-20	5
CC(=O)N1N=C(c2cccs2)CC1c1cccc([N+](=O)[O-])c1 (configuration not stated) is listed with 0.3	1	11	1	5	-0.6	6	21	-5
COCCn1c(SCC(=O)NCc2ccco2)nc2cccnc21 is listed with 0.9	-14	4	-2	14	0.1	12	18	51
COC(=O)CC1=NN(c2ccccc2)C(=O)/C1=C\c1ccc(OC)cc1 is listed with 1.0	-17	27	-3	9	0.3	14	-84	-12
